Tat export inh: E. coli Tat export inhibitors, primary screen, MC4100, TorA-mCherry reporter, fluorescence, single point | inhibition, % at 10 µM | 340,000 tested, 0.036% active | AID 488895, 2010;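 active means mean replicate inhibition at least 50% and at least half of replicates individually reaching 50%; inconclusive means only one of the two criteria met; inactive means neither criterion met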;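 further: exported cargo escapes ClpAP degradation while cytoplasmic cargo is degraded and loses fluorescence; 0% = median of neutral control wells and 100% = median of NaSCN control wells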
Rtt109 HAT inh: inhibitors of C. albicans Rtt109/Vps75 HAT, primary screen, biochemical, ThioGlo CoA-SH fluorescence, plate reader; Histone acetyltransferase RTT109 (Candida albicans (strain SC5314 / ATCC MYA-2876)), …; purified Rtt109/Vps75, 4 h; inhibition, % at 34.9 µM; 330,000 tested, 0.16% active; AID 540336, 2011;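 active means inhibition of at least 50% in every replicate; inconclusive means best replicate reaches 50% inhibition but some replicates fall short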
Target sequence (Q5AAJ8 whole entry, looked up): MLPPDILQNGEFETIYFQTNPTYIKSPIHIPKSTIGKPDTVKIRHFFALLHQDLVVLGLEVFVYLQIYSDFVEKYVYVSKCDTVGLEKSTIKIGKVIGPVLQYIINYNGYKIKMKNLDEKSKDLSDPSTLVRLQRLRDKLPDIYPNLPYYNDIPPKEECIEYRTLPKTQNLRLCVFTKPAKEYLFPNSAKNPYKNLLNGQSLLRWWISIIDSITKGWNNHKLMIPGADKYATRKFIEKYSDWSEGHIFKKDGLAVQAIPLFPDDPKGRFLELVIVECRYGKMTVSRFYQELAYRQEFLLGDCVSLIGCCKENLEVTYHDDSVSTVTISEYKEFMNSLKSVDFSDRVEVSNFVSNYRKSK
Ecoli viability: E. coli V3065 growth inhibition, primary screen, counter-screen for AddAB inhibitor project, absorbance, OD600; 18 h; inhibition, % at 11.9 µM; 330,000 tested, 0.27% active; AID 449728, 2010;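 active means inhibition above the campaign's mean inhibition across all tested compounds plus 3 SD, cut at about 9.9% in these data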;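 further: uninfected addAB+ strain grown without phage in ampicillin broth; 0% = DMSO wells and 100% = ciprofloxacin 0.95 µg/ml wells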
CAL PDZ FP: CAL PDZ peptide-binding inhibitors, primary screen, biochemical, fluorescence polarization, Cer-tagged CAL PDZ, HTS | Golgi-associated PDZ and coiled-coil motif-containing protein (Homo sapiens), Q9HD26 | purified CAL PDZ, TMR-peptide fluorescence polarization, 1 h | inhibition, % at 20 µM | 330,000 tested, 0.02% active;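 active means highest replicate inhibition of at least 40%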;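 further: plate controls were DMSO neutral control wells for no effect and unlabeled competitor peptide control wells for full effect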
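material = purified tagged CAL PDZ domain construct (CerCALP) | buffer or medium = sodium phosphate/NaCl buffer pH 7.4 with TCEP, IgG, Thesit | reagent = TMR-labelled reporter peptide T*-PRC34 bound in PDZ groove | incubation = 1 h room-temperature incubation prior to read | measured by = fluorescence polarization (mP) | evaluation = percent inhibition from loss of millipolarization | control set = unlabelled peptide and DMSO controls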
PvdQ acylase: P. aeruginosa PvdQ acylase inhibitors, primary screen, biochemical, fluorescence, plate reader and imaging, single point | PvdQ acylase [Pseudomonas aeruginosa LESB58] | purified PvdQ acylase | inhibition, % at 10 µM | 340,000 tested, 0.063% active | AID 488965, 2010; in the data active means inhibition above about 30%, passing the limit was not always enough; inconclusive means no clear call, values can overlap the other calls;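 further: 0% = vehicle neutral wells and 100% = reference inhibitor wells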
AddAB inh: growth inhibition of E. coli expressing H. pylori AddAB, primary screen, AddAB inhibitor project, absorbance | inhibition, % at 11.9 µM | 330,000 tested, 0.29% active; in the data active means inhibition above about 12%;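 further: 0% = vehicle wells of infected cells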
DAGLB inh: DAGLB lipase inhibitors, primary screen, biochemical, fluorescence, HTS; Diacylglycerol lipase-beta (Homo sapiens), Q8NCG7; HEK293T DAGLB membrane lysate, EnzChek fluorogenic substrate; inhibition, % at 5.17 µM; 340,000 tested, 0.059% active; in the data active means inhibition above about 34%;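 further: 0% = enzyme with vehicle and 100% = wells lacking enzyme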
Target sequence (Q8NCG7 whole entry, looked up): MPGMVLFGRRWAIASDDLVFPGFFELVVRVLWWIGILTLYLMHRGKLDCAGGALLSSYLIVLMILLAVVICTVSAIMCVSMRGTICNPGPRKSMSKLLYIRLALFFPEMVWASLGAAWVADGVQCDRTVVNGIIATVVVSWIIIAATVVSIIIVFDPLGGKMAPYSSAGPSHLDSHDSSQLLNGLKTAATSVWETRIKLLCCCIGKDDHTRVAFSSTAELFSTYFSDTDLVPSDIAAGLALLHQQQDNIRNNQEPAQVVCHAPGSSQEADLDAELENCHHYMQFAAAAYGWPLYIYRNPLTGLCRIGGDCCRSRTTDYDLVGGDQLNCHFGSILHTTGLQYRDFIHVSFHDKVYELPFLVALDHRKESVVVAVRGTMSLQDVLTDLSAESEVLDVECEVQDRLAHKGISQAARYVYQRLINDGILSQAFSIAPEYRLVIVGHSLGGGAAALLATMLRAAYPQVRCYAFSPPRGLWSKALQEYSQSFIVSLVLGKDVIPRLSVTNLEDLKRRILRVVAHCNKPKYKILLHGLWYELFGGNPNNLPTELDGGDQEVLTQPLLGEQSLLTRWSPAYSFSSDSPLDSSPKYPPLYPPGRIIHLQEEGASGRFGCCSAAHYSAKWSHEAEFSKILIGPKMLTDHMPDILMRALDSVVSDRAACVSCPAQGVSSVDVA
Wnt act: Wnt/beta-catenin pathway activators, primary screen, cell-based, plate reader, single point | Wnt/beta-catenin reporter cell assay, activator | activation, % at 9.35 µM | 300,000 tested, 1.2% active; in the data active means activation above about 30%, passing the limit was not always enough; inconclusive means no clear call, values can overlap the other calls;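 further: 0% = neutral control wells and 100% = positive control wells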
PfHsp90 yeast 2: growth inhibition of PfHsp90-expressing yeast, primary screen, antimalarial PfHsp90 inhibitor project, S. cerevisiae, BacTiter-Glo luminescence, single point, set 2. AID 504621, 2011. 310,000 tested, 0.32% active. inhibition, % at 9.4 µM. BacTiter-Glo ATP, 48 h; yeast lacking PDR1 and PDR3 efflux regulators;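 active means every replicate shows inhibition above about 80%, whatever the replicate mean, limit read from the data; inconclusive means mean inhibition reaches the set limit but some replicate falls short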;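 further: 0% = DMSO neutral controls and 100% = 20 µM radicicol positive controls; yeast relying on Plasmodium falciparum Hsp90 in place of its own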
phage Ecoli inh: growth loss of phage-infected E. coli, primary screen, RecBCD inhibitor project, absorbance, with phage, HTS. inhibition, % at 11.9 µM. AID 651602, 2012. 360,000 tested, 0.26% active; in the data active means inhibition above about 11%
Active calls of the source: *; ? = inconclusive; · = no result given.

Under each structure: Tat export inh | Rtt109 HAT inh | Ecoli viability | CAL PDZ FP | PvdQ acylase | AddAB inh | DAGLB inh | Wnt act | PfHsp90 yeast 2 | phage Ecoli inh
#1 CCCn1c(SCC(=O)N2c3ccccc3Sc3ccccc32)nc2c1c(=O)n(C)c(=O)n2C
 : 13 | 2 | 0.1 | -2.2 | -14 | 2.0 | 1 | · | -15 | 3.2
#2 COc1cc(OC)cc(C(=O)NNC(=O)c2cc(S(=O)(=O)N3CCOCC3)ccc2F)c1
 : -3 | 13 | -0.9 | 1.1 | 0 | 1.2 | -2 | -2 | -7 | 4.7
#3 CC(=NN=C(C)c1ccc(O)cc1)c1ccc(O)cc1
 : 0 | -9 | · | 0.0 | 10 | · | -4 | 6 | -5 | 4.6
#4 CC(C)C(NC(=O)OCc1ccccc1)C(=O)N1CCOCCOCCOCC1 (configuration not stated)
 : -6 | 0 | -0.8 | -0.2 | -10 | -1.3 | -1 | -1 | 7 | 4.9
#5 Cc1ccc(S(=O)(=O)Oc2ccc(/C=N/NC(=O)c3c(Cl)cnn3C)cc2)cc1
 : -3 | 4 | -0.4 | -0.6 | 2 | -0.2 | -6 | -2 | · | 0.8
#6 CCCCOc1ccc(C(=O)OCC(=O)Nc2cc(C)c(C)cc2[N+](=O)[O-])cc1
 : 3 | · | -1.6 | -2.4 | -12 | 2.6 | -8 | -1 | -2 | 3.6
#7 Cc1cc(/C=C2/SC(=O)NC2=O)c(C)n1-c1ccc(N2CCOCC2)cc1
 : 0 | -4 | 1.6 | -0.3 | -4 | -0.2 | 4 | -7 | -27 | 1.8
#8 CC1(C)CC(=O)C2=C(C1)N(c1ccc(F)cc1)C(=O)C2(NC(=O)c1ccccc1F)C(F)(F)F (configuration not stated)
 : 1 | -7 | 0.2 | 0.3 | -18 | 5.9 | -1 | -1 | 6 | 3.4
#9 O=C(CCc1nnc2ccc(NCc3ccco3)nn12)N1CCN(c2ccccc2F)CC1
 : -8 | 31 | -3.7 | -2.7 | 5 | 4.2 | -1 | -2 | 54 | -0.5
#10 CC(C)(C)NC(=O)C(c1ccc(-c2ccccc2)cc1)N(C[C@H]1CC[C@@H]([C@@H]2CC[C@H](CO)O2)O1)C(=O)c1ccc2ccccc2c1 (some centres not stated)
 : 11 | 7 | -3.2 | -1.4 | -7 | -0.6 | 0 | -5 | 3 | -0.2
#11 O=c1nc2n(c3cc(Cl)c(S(=O)(=O)N4CCOCC4)cc13)CCCCC2
 : -8 | 4 | 0.4 | -0.1 | -8 | -0.4 | -1 | · | 25 | 3.3
#12 CSc1nsc(SC)c1C(=O)Nc1ccc(C)cc1
 : -12 | 5 | 1.9 | · | 10 | 1.9 | -4 | · | 3 | 3.8
#13 CCc1ccc(/C=C(\C#N)C(=O)NC2CCS(=O)(=O)C2)cc1 (configuration not stated)
 : 6 | 1 | -3.2 | -0.6 | 6 | -2.5 | -1 | -2 | -3 | 5.3
#14 Cc1cc(OCc2nc(-c3ccncc3)no2)cc(C)c1Cl
 : 1 | 2 | 0.6 | -0.8 | 3 | -1.6 | -3 | -4 | -2 | 6.1
#15 CCC(C)(NC(=O)CNC(C)=O)C(=O)NC1CCCCC1 (configuration not stated)
 : 8 | 0 | -1.4 | -2.3 | -2 | 2.1 | -1 | -1 | 29 | 0.3
#16 COc1ccc(-c2ccc(-c3noc(-c4ccccc4F)n3)c(OC)n2)cc1
 : -5 | -3 | · | -2.5 | -3 | · | 0 | · | -5 | 0.9
#17 N#CCSCC(=O)Nc1ccc(Br)cc1
 : 4 | 6 | -0.7 | -1.6 | 3 | -1.2 | 0 | · | 36 | -0.2
#18 COc1ccc(Nc2nc(OC)nc(OC)n2)cc1
 : 4 | 5 | 1.6 | · | -10 | 1.4 | 1 | 3 | 1 | 2.2
#19 CCOc1cc(C(=O)OCC(=O)NC(C)c2ccccc2)ccc1OCC(=O)N1CCOCC1 (configuration not stated)
 : 15 | -3 | -0.1 | 0.4 | -6 | -1.6 | 1 | -10 | 16 | 3.1
#20 O=C1CC(c2ccccc2)CC(=O)N1c1ccc(C(F)(F)F)cc1
 : 3 | -6 | 1.4 | -1.0 | 3 | 3.3 | -4 | -3 | -8 | 4.0
#21 COc1ccc(NS(=O)(=O)c2cccc(NC(=O)CCS(=O)(=O)c3ccccc3)c2)cc1
 : 1 | 2 | -1.0 | 0.1 | -12 | 2.4 | 0 | -5 | 32 | 2.0
#22 O=C(O)[C@H](O)[C@@H](O)C(=O)O
 : -3 | 7 | 5.0 | -0.4 | 13 | 25* | -1 | 5 | -1 | 0.3
#23 N#Cc1c(Sc2ncc(C(F)(F)F)cc2Cl)nsc1C/C=N\OCc1ccccc1Br
 : -13 | 2 | 0.8 | -0.2 | -15 | 4.5 | -2 | -4 | -27 | 4.1
#24 CCOc1ccc(N(CC(=O)NC2CC2)S(=O)(=O)c2ccc(C)cc2)cc1
 : 12 | -3 | -1.0 | -1.5 | -5 | -0.4 | -1 | 4 | -8 | 3.8
#25 COc1ccccc1CCNS(=O)(=O)c1cc2c3c(c1)C(C)C(=O)N3CCC2 (configuration not stated)
 : -1 | 0 | -1.4 | -2.3 | -8 | 0.7 | 4 | 1 | 16 | 1.9
#26 CCCCc1noc2c1/C(=N\O)CC(c1ccccc1)C2 (configuration not stated)
 : 1 | -9 | -1.0 | -0.5 | -5 | 3.1 | -10 | 2 | 1 | 1.7
#27 COc1ccc(CN(CC(O)COCc2ccccc2)S(=O)(=O)c2ccccc2Br)cc1OC (configuration not stated)
 : 4 | 2 | -1.4 | 0.4 | 11 | 0.9 | -4 | -6 | -5 | 1.8
#28 CC1(C)Cc2nc(NC3CCCCC3)c(C#N)cc2CO1
 : 9 | -3 | 0.0 | -2.3 | -15 | 3.2 | -6 | -1 | · | 2.5
#29 O=C(N=Nc1c(O)[nH]c2ccc([N+](=O)[O-])cc12)c1cc(-c2ccccc2Cl)nc2ccccc12
 : -1 | 0 | 3.0 | -2.5 | -12 | -1.1 | 1 | -21 | -4 | 3.2
#30 CC(C)(C)OC(=O)C[C@H]1C/C=C\C[C@@H](CC(=O)N[C@@H](CO)Cc2ccccc2)C(=O)N2CCC[C@H]2COC1=O
 : -7 | 5 | -1.3 | 0.1 | -17 | 2.4 | -1 | 0 | 3 | -0.2
#31 COc1ccc(C2CC(C(F)(F)F)n3nc(C(=O)Nc4ccc5c(c4)OCO5)cc3N2)cc1 (configuration not stated)
 : 2 | 3 | 0.3 | -0.6 | 13 | 2.7 | -3 | · | 14 | 4.1
#32 CCc1ccc(C(=O)NC(=S)Nc2ccc(N3CCOCC3)cc2)cc1
 : 5 | · | 0.5 | -1.8 | -12 | 0.9 | 1 | 16 | 23 | 2.5
#33 O=C(CSc1nnc(-c2cccs2)o1)N1CCCc2ccccc21
 : -1 | 5 | 2.6 | 0.8 | -2 | 2.9 | -3 | · | 12 | 2.4
#34 CC(=O)c1cccc(S(=O)(=O)N2CCCC(c3nc4c(nnn4Cc4ccccc4Cl)c(=O)[nH]3)C2)c1 (configuration not stated)
 : 10 | 15 | · | -5.0 | 4 | · | 0 | -1 | -4 | -1.0
#35 O=C(NCc1ccco1)C(=O)NCC1OCCN1S(=O)(=O)c1ccc(F)cc1 (configuration not stated)
 : 9 | 1 | 2.1 | -1.7 | -14 | -1.0 | 0 | 2 | -8 | 1.4
#36 CN(C)S(=O)(=O)c1cccc(NC(=S)N/N=C/c2ccc(O)c(O)c2O)c1
 : 7 | ? | · | -3.4 | -17 | · | 11 | -1 | 8 | 11*
#37 CC(=O)N1N=C(c2ccccc2)CC1c1ccccc1 (configuration not stated)
 : -5 | -9 | -0.7 | 32 | -11 | 5.0 | 0 | 0 | -40 | -4.5
#38 CCOC(=O)c1cnc2c(C)c(Cl)ccc2c1N1CCN(CC)CC1
 : 4 | 3 | -1.7 | 2.9 | 1 | 2.3 | 0 | -1 | -5 | 1.0
#39 COc1cc(C2C(C(=O)OC(C)C)=C(C)Nc3[nH]c(=O)[nH]c(=O)c32)ccc1O (configuration not stated)
 : 6 | 1 | -0.1 | 0.3 | 4 | -1.4 | -2 | · | 2 | 1.2
#40 Oc1ccc(Oc2ccc3c(C(F)(F)F)cc(C(F)(F)F)nc3n2)cc1
 : 7 | -3 | -1.7 | -0.3 | -15 | -2.2 | -1 | 2 | -2 | -0.4
#41 OC(c1ccccn1)(c1ccccn1)c1ccccn1
 : 0 | 10 | -5.9 | -3.3 | -9 | -2.3 | -1 | -12 | -15 | -2.1
#42 COc1ccc(C2(C)NC(=O)N(Cc3cc(Cl)cc4c3OCOC4)C2=O)cc1OC (configuration not stated)
 : 5 | 4 | -2.1 | -1.8 | -6 | 1.5 | 1 | 2 | -9 | 0.2
#43 CCOC(=O)c1sc(NC(=O)CC)nc1C
 : 1 | -7 | -2.7 | -1.5 | -13 | 0.9 | -1 | · | 10 | 2.8
#44 CC1=C(C(=O)Nc2ccccc2)C(c2cccnc2)n2nc(-c3cccnc3)nc2N1 (configuration not stated)
 : -5 | -7 | -1.8 | 0.3 | -9 | 5.7 | 0 | · | 0 | 3.7
#45 C/C(=N\NC(=O)c1nn(C)c(C)c1Br)c1ccc(NC(=O)C2CCCC2)cc1
 : -2 | -7 | · | -3.8 | -19 | · | 0 | 8 | -10 | 0.2
#46 CCCCn1c(N)c(N(CC(C)C)C(=O)CC2CCCC2)c(=O)[nH]c1=O
 : -9 | 1 | 0.2 | -2.7 | -10 | -2.2 | 1 | 1 | 10 | 1.0
#47 COc1cc2c(cc1OC)C(c1ccccc1N)=NCC2
 : -2 | -14 | 2.5 | -1.2 | -11 | -0.6 | · | 5 | -17 | 3.9
#48 O=C(Nc1ccc(S(=O)(=O)N2CCOCC2)cc1)c1ccccc1Br
 : 1 | -1 | -0.3 | -1.1 | -4 | -1.4 | 2 | -1 | -8 | 1.9
#49 C/C(CCc1ccco1)=N/NC(=O)CCC(=O)Nc1cccc(Cl)c1
 : -4 | 4 | -1.9 | -2.7 | -13 | -0.3 | -4 | · | -19 | 1.7
#50 CN(C)S(=O)(=O)c1cccc(NC(=O)CN2C(=O)C3C4C=CC(C4)C3C2=O)c1 (configuration not stated)
 : -7 | 9 | 1.5 | -2.6 | -9 | 3.3 | 2 | · | 15 | 6.1

Some of the entries so far, with one line to a screen.
[10] CC(C)(C)NC(=O)C(c1ccc(-c2ccccc2)cc1)N(C[C@H]1CC[C@@H]([C@@H]2CC[C@H](CO)O2)O1)C(=O)c1ccc2ccccc2c1 (some centres not stated)
[11] O=c1nc2n(c3cc(Cl)c(S(=O)(=O)N4CCOCC4)cc13)CCCCC2
entry no.	10	11
Tat export inh	11	-8
Rtt109 HAT inh	7	4
Ecoli viability	-3.2	0.4
CAL PDZ FP	-1.4	-0.1
PvdQ acylase	-7	-8
AddAB inh	-0.6	-0.4
DAGLB inh	0	-1
Wnt act	-5	·
PfHsp90 yeast 2	3	25
phage Ecoli inh	-0.2	3.3
